# LmPK inhibitor – qHTS Assay for Inhibitors of Leishmania Mexicana Pyruvate Kinase (LmPK); Q27686; 0.37% of 290,000 active; Potency, µM (series often up to 57.5 µM), inactives show top-dose activity change, negative = inhibition, most hits filed as inhibitors; AID 1721, 2009; purified LmPK, Kinase-Glo ATP luminescence, 1 h; further: potency means the concentration at half of the fitted maximal effect
# Target sequence (Q27686 whole entry, looked up): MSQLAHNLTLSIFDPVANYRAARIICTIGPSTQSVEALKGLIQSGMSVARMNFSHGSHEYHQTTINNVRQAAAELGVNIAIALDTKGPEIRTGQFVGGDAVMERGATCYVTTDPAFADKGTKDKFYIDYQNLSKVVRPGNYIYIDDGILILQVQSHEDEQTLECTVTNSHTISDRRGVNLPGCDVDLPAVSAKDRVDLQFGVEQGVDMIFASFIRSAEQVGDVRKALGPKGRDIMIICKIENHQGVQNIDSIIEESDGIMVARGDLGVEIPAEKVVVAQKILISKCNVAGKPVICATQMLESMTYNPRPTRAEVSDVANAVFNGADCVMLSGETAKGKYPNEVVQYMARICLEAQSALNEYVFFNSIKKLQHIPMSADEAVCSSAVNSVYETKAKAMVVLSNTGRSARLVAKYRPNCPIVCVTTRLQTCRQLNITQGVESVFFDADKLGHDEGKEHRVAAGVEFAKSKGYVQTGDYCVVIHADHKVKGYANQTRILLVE
#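 Kinase-Glo luminescence read after 1 h RT reaction of 0.1 nM LmPK with 0.5 mM PEP and 0.1 mM ADP. Activity scaled between uninhibited and enzyme-free controls.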
# AMA1-RON2 inh – qHTS for Inhibitors of AMA1-RON; Towards Development of Antimalarial Drug Lead: Primary Screen | Plasmodium falciparum AMA1 (3D7) - RON2 peptide interaction | AlphaScreen AMA1-biotinylated RON2 peptide binding | Potency, µM (titrated, usually from 58.2 µM), for the others: at the highest dose activity change, negative = inhibition, hits mostly inhibitors | 0.2% of 360,000 active;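 further: potency means the concentration at half of the fitted maximal effect; 0% = vehicle wells and -100% = peptide control; nearly all actives have a fitted effect of over 45% in size; some results filed as inactive show a strong effect at the top dose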
#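 AMA1 (3D7) with his tag at 25 nM final met compounds first, then biotinylated RON2 peptide at 25 nM; detection used donor plus acceptor beads, 10 µg/mL apiece, read by AlphaScreen after 30 min at room temperature.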
# Sm TGR block – qHTS Assay for the Inhibitors of Schistosoma Mansoni Peroxiredoxins | AID 485364, 2010 | purified TGR, DTNB reduction, TNB absorbance 405 nm | 3% of 360,000 active | Schistosoma mansoni thioredoxin glutathione reductase (TGR), Q962Y6 | Potency, µM (doses to about 114 µM), for the others: at the highest dose activity change, negative = inhibition, hits mostly inhibitors; further: potency means the concentration at half of the fitted maximal effect; nearly all actives have a fitted effect of over 60% in size
#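 First, TGR (20 nM dispensed) and NADPH were mixed with compound. Second, a 15 min room-temperature incubation followed. Third, further NADPH and then DTNB were added to start the reaction. Finally, TNB absorbance was monitored kinetically.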
# HCMV inh – qHTS Assay for inhibitors of the human cytomegalovirus (HCMV). activity change, negative = inhibition, % at 57.5 µM. 4.5% of 410,000 active. HFF cells, HCMV-luciferase reporter, 72 h; hits give low values. AID 1259415, 2018; in the data active means activity change below about -60%; inconclusive means no clear call, values can overlap the other calls; inactive means above about -39%
#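 Luciferase read-out from HCMV-luciferase-infected HFFs (MOI 1 PFU/cell) 72 h post infection at 37C; compounds added after 16 h cell attachment; activity normalized between buffer-only basal and Salinomycin (10uM) inhibitor controls.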
# TbPYK inhibitor – qHTS of Trypanosoma Brucei Inhibitors. pyruvate kinase (Trypanosoma brucei), Q57TT1. TbPYK enzyme, Kinase-Glo Plus ATP luminescence, 45 min. Potency, µM (series often up to 76.8 µM), inactives show top-dose activity, negative = inhibition, hits mostly inhibitors. 0.12% of 410,000 active. AID 624173, 2012; further: potency means the concentration at half of the fitted maximal effect; nearly all actives have a fitted effect of over 50% in size
#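 Luminescent Kinase-Glo Plus end-point after 45 min room-temperature reaction of T. brucei pyruvate kinase started with 130 uM ADP (final). Buffer TEA 50 mM pH 7.2 with KCl, MgCl2, BSA, Tween-20; titration-based qHTS with fitted concentration-effect curves.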
# AmpC inh no detg – qHTS Inhibitors of AmpC Beta-Lactamase (assay without detergent); P00811; AmpC nitrocefin hydrolysis, absorbance 480 nm, 0.0001% Triton; Potency, µM (series often up to 57.1 µM), for inactives: at the highest dose activity change, negative = inhibition, hits mostly inhibitors; 0.52% of 330,000 active; AID 485341, 2010;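 further: potency means the concentration at half of the fitted maximal effect; plate controls were no compound for no effect and no enzyme for full effect; nearly all actives have a fitted effect of over 20% in size; some results filed as inactive show a strong effect at the top dose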
# Target sequence (P00811 whole entry, looked up): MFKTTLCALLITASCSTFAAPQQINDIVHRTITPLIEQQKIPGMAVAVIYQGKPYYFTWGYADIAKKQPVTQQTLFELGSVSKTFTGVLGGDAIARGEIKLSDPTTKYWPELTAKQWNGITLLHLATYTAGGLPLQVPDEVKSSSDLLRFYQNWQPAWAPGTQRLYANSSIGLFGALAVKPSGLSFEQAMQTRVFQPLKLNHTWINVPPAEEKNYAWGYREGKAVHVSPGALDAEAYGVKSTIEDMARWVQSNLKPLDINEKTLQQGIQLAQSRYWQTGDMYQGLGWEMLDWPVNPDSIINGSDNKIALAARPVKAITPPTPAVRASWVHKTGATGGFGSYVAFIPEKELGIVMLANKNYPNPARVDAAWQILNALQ
#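 20 mM phosphate pH 7.0 + 0.01% (detergent screen) or 0.0001% Triton X-100; 5.3 nM AmpC reagent; cpd preinc 15 min RT; nitrocefin (800 uM stock) to start; A480 q20 s × 4 min; Activity was normalised to no-enzyme and no-compound control wells.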
# AmpC detergent – qHTS Inhibitors of AmpC Beta-Lactamase (assay with detergent); P00811; AmpC hydrolysis of nitrocefin, absorbance 480 nm, 0.01% Triton; Potency, µM (titrated, usually from 114 µM), for the others: at the top dose activity change, negative = inhibition, actives largely listed as inhibitors; 0.041% of 370,000 active;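 further: potency means the concentration at half of the fitted maximal effect; 0% = no-compound wells and -100% = no-enzyme wells; nearly all actives have a fitted effect of over 25% in size; some results filed as inactive show a strong effect at the top dose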
#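 AmpC (5.3 nM in the dispensed reagent) in 20 mM phosphate pH 7.0 with 0.01% (detergent screen) or 0.0001% Triton X-100 was preincubated with compounds for 15 min at room temperature. Nitrocefin was then added from an 800 uM solution, and hydrolysis was followed at 480 nm.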
# * hit, by the source's call; u = inconclusive; x = not tested or not shown; & = joins results of further samples; [ ] = remark or other dose. Unless noted, the call rests on the fitted dose curve; in most records, active means well fitted curve in the direction sought with a large enough effect; inconclusive means small, poorly fitted or top-dose-only effect, or another doubt; inactive means no such curve, though single readings can be large; an effect the other way counts as inactive or inconclusive. Unless noted, on the % scale 0 is the no-effect control and ±100 the full control effect. No enrichment for hits; overall some 7.4% were active at least once.
SMILES,LmPK inhibitor,AMA1-RON2 inh,Sm TGR block,HCMV inh,TbPYK inhibitor,AmpC inh no detg,AmpC detergent
CCOC(=O)c1c(C)[nH]c(N=Nc2ccc(C)cc2)c1C,2%,-25%,-30%,59,1%,4%,-5%
Cc1ccc(/C=N/N2CCN(Cc3ccc(C)cc3)CC2)cc1,-18%,-27%,5%,12,0%,20%,7%
CCc1ccc(NC(=O)NNC(=O)c2ccc3ccccc3c2O)cc1,4%,31%[activator],6%,-82*,-2%,-38%,-10%
O=C(c1ccccc1)c1ccc(OCC(O)CN2CCCC2)cc1 (stereo not given),0%,-4%,19%,-14,-1%,-20%,4%
COc1cc(/C=N/n2cnc3scc(-c4cccs4)c3c2=O)cc(OC)c1OC,5%,-4%,-2%,-11,-3%,-22%,0%
O=C(COc1ccc2ccccc2c1)NCC1CCCO1 (stereo not given),1%,11%,-5%,-15,4%,1%,-12%
CCOC(=O)c1cc(-c2ccc(N3CCOCC3)cc2)nn1-c1ccccc1C(=O)O,1%,u,-23%,0,4%,-13%,2%
C/C(=N\NC(=O)CN1CCCCC1)c1ccccc1O,2%,96%[activator],15%,-34,-7%,-14%,4%
O=C1CCCC2=C1C1O[C@](CCCCN3C(=O)c4ccccc4C3=O)(Cc3c1ccc1ccccc31)O2,-7%[11.5 µM],x,6%[22.9 µM],x,x,19%[11.4 µM],-8%[22.9 µM]
CC1CCCN(C(=O)c2ccc([N+](=O)[O-])o2)C1 (stereo not given),-2%,-6%,-8%,-33,2%,2%,3%
NC(=O)CC[C@H](NC(=O)c1ccc(Cl)cc1)C(=O)NNC(=O)COc1cccc(Br)c1,x,63%[activator],x,-16,1%,24%,x
Cc1ccnc(NC(=O)C2CCN(S(=O)(=O)c3cccc4nonc34)CC2)c1,0%,6%,-10%,10,-4%,-15%,u
CCOc1ccc(OCC)c(NC(=O)CN2CCN(C(=O)c3ccco3)CC2)c1,-6%,4%,-20%,1,-4%,40%,u
CC1(c2nnc(-c3ccc(F)cc3)o2)CC(c2cccc(Cl)c2)=NO1 (stereo not given),-1%,21%,13%,-16,4%,54%,0%
CCC(C)(C)NC(=O)CN(C(=O)CCC(=O)Nc1nccs1)c1ccc2c(c1)OCO2,0%,-11%,-1%,-27,1%,-7%,3%

# Record cards (already shown).
# Record of `CCOC(=O)c1c(C)[nH]c(N=Nc2ccc(C)cc2)c1C` : LmPK inhibitor: 2%; AMA1-RON2 inh: -25%; Sm TGR block: -30%; HCMV inh: 59; TbPYK inhibitor: 1%; AmpC inh no detg: 4%; AmpC detergent: -5%
# Record of `CCOc1ccc(OCC)c(NC(=O)CN2CCN(C(=O)c3ccco3)CC2)c1` : LmPK inhibitor: -6%; AMA1-RON2 inh: 4%; Sm TGR block: -20%; HCMV inh: 1; TbPYK inhibitor: -4%; AmpC inh no detg: 40%; AmpC detergent: u

# Continuation:
SMILES,LmPK inhibitor,AMA1-RON2 inh,Sm TGR block,HCMV inh,TbPYK inhibitor,AmpC inh no detg,AmpC detergent
Cc1cc(-c2nc3ncccc3o2)ccc1NC(=S)NC(=O)c1ccco1,2%,14%,x,-32,-5%,-5%,12%
CC1(C(=O)NS(=O)(=O)c2cccs2)CCN1C(=O)CC1CCCC1 (stereo not given),x,-1%,x,41,-1%,x,x
O=C(CSc1nnc(-c2ccc(C(F)(F)F)cn2)o1)Nc1cccc(Cl)c1,2%,58%[activator],8%,53,-5%,u,0%
CC(=O)c1ccc(Cl)c(Cl)c1Cl,x,-1%,9%,-11,4%,-12%,0%
CC(C)c1nc(SCC(=O)N2CCCCCC2)c2c(=O)n(C)c(=O)n(C)c2n1,-4%,-6%,2%,u,2%,19%,-1%
CCN1C(=O)/C(=C/C=C2\N(CC)c3cc(S(=O)(=O)N(C)C)ccc3N2c2ccccc2)SC1=S,u,-6%,-5%,u,-13%,22%,3%
Cc1ccc(CN(C)C(=O)c2cccc(S(=O)(=O)N3CCc4ccccc4C3)c2)o1,x,-9%,28µM*,19,u,51%,0%
Cc1cc(C(=O)COC(=O)/C=C/c2ccc(F)cc2)c(C)n1C,x,10%[11.6 µM],-29%,-36,-12%,-15%,-1%
CCN(CC(=O)Nc1c(F)cccc1F)C(=O)c1ccc(NC(=O)CC2SC(N3CCCC3)=NC2=O)cc1 (stereo not given),x,-1%,-3%,-4,-6%,22%,0%
CC(=O)Nc1ccc(/C=N/NC(=O)CNS(=O)(=O)c2ccccc2)cc1,2%,21%,-4%,-12,0%,-7%,u
Cc1ccc(C(c2sc3nc(C)nn3c2O)N2CCN(CCO)CC2)cc1 (stereo not given),8%,-17%,-5%,30,2%,1%,16%
O=C(CCC(=O)c1cccs1)c1cccs1,u,5%,39%[activator],54,28%,-26%,-9%
CCc1ccc(NC(=O)Cn2ccn(-c3cccc(Cl)c3)c(=O)c2=O)cc1,-3%,-7%,3%&1%,u,-3%&-1%,-18%,-13%&2%
CSc1ncccc1C(=O)OCC(=O)N1CCN(S(=O)(=O)c2ccc(C)cc2C)CC1,x,15%,5%,-2,0%,u,-14%
Cc1nc2ccccc2c(=O)n1/N=C/c1ccc(F)cc1,9%,-5%,-35%,14,-1%,-8%,1%
Cn1c(SCC(=O)c2ccc3c(c2)OCCO3)nnc1C1CC1,1%,4%,u,24,-10%,-5%,-14%
CC(C)NC(=O)Nc1ccc2c(c1)C(=O)N([C@@H](C)CO)C[C@H](C)[C@H](CN(C)S(=O)(=O)c1ccccc1)OCCCC[C@H](C)O2,x,-2%,x,-10,1%,x,x
COC(C[C@H]1O[C@H]1C(=O)[C@H](C)OCc1ccccc1)OC,x,-5%,x,7,3%,x,x
COc1ccccc1-n1cnc2cc(C(=O)N3CCOCC3)ccc21,1%,0%,1%,48,0%,3%,-7%
CC1CN(CCOCCOc2ccccc2-c2ccccc2)CC(C)O1 (stereo not given),5%,14µM*,u,6,25%,109%[activator],-10%
Cc1ccc(C)c(N(C)C(=O)c2cn(C)c(=O)c3ccccc23)c1,x,x,-4%,-5,0%,x,-3%
CCOC(=O)C1(Cc2cccc(Cl)c2)CCCN(C(=O)c2cc(C)[nH]n2)C1 (stereo not given),1%,9%,4%,-12,-5%,99%[activator],-5%
CN(CC(CC(=O)Nc1nncs1)c1ccccc1)S(=O)(=O)c1ccc(Br)cc1 (stereo not given),2%,-8%,-35%,8,-15%,2%,0%
CC(=O)Oc1c(C)c(C)c2c(c1C)CCC(C)(CCCC(C)CCCC(C)CCCC(C)C)O2 (stereo not given),x,28%,-12%,-5,0%,-22%,u
C=CCN([C@H](C(=O)OC)C(C)C)S(=O)(=O)CCNCc1ccccc1,x,-11%,x,7,2%,x,x
CCOc1ccc(NC(=O)CN(c2ccc(C)cc2)S(=O)(=O)c2c(C)nn(C)c2C)cc1,-2%,11%,7%,-15,0%,145%[activator],7%
CCC1(CC)NC(=O)N(CC(=O)N2CCN(c3ccccc3F)CC2)C1=O,x,1%,-3%,-7,0%,-13%,3%
COc1ccc(C(C)(NC(C)=O)c2nc(-c3cccc(C#N)c3)cs2)cc1 (stereo not given),x,-6%,x,-2,-10%,x,x
Cc1cc(=O)oc2c(C)c(OC(C)C(=O)NC(Cc3c[nH]c4ccc(O)cc34)C(=O)O)ccc12 (stereo not given),-9%,3%,0%,-1,6%,-49%,u
COc1cccc(CNC(=O)CCS(=O)(=O)Cc2ccc(C)cc2)c1,-9%,5%,1%,-32,-6%,-4%,-1%
COc1cc(C(=O)NC2CCN(Cc3ccccc3)CC2)cc(Cl)c1OC,2%,-8%,-14%,-39,0%,7%,-8%
COc1ccc(N2CCN(C(=O)c3ccccc3NC(=O)c3ccccc3)CC2)cc1,-3%,-2%,4%,24,-6%,25%,3%
CN(C)C(=O)CCc1ccc2c3c([nH]c2c1)[C@]1(CCC2CCCC2)[C@@H](C(=O)N2CCOCC2)C[C@H](CC(=O)NC(C)(C)C)C(=O)N1CC3,x,7%,x,15,-8%,256%[activator],x
O=C(CSc1ccc(-c2ccccc2)nn1)N1CCN(c2ccccc2)CC1,5%,7%,-17%,-34,0%,-13%,-11%
Cc1cc(C)c(N=Cc2c(O)[nH]c(=O)[nH]c2=O)c(C)c1,1%,9%,7%,32,-1%,-23%,-3%
COc1ccccc1NS(=O)(=O)c1ccc(Br)s1,-1%,-28%,-1%,-12,-7%,-25%,-6%
O=C(NCC1CCCN(C(=O)Cc2ccccc2Cl)C1)c1ccc(F)cc1 (stereo not given),1%,8%,-7%,-27,-12%,22%,1%
COc1ccc(CNC(=O)C[C@H]2C[C@H](C(=O)N3CCCCC3)[C@@]3(CCc4ccccc4)c4[nH]c5cc(-c6ccco6)ccc5c4CCN3C2=O)cc1OC,x,-28%,x,x,3%,70%[activator],x
O=S(=O)(Cc1ccccc1)NCC1CCCN(Cc2ccc3nonc3c2)C1 (stereo not given),-1%,4%,-17%,87,-3%,17%,-6%
O=C(Cc1ccccc1)NCc1ccccn1,0%,10%,0%,-29,0%,-12%,4%
CCOC(=O)Cn1c(=O)oc2cc(S(=O)(=O)N3CCn4c3nc3ccccc34)ccc21,-4%,-10%,6%,14,-1%,22µM*,-11%
Cn1nnnc1SCC(=O)NCc1ccco1,0%,1%,-14%,38,0%,-17%,1%
CC(=O)Nc1ccc(NC(=O)c2cc(-c3cc(F)ccc3OCC3CCCO3)n[nH]2)cc1 (stereo not given),x,-4%,x,-34,-9%,x,x
CN1CCC(=C2c3ccccc3Sc3ccccc32)CC1,x,-9%,x,3,6%&-5%,x,x
CCC(C)NS(=O)(=O)c1ccc(OCC(=O)N2CCCCC2)cc1 (stereo not given),-9%,9%,0%,-28,-7%,0%,-2%
O=C(CSc1nc2ccccc2[nH]1)Nc1c(F)cccc1F,0%,-3%,-25%,-85*,-5%,-30%,-8%

# Reformatted: entries from further up.
Compound | LmPK inhibitor | AMA1-RON2 inh | Sm TGR block | HCMV inh | TbPYK inhibitor | AmpC inh no detg | AmpC detergent
CCOC(=O)Cn1c(=O)oc2cc(S(=O)(=O)N3CCn4c3nc3ccccc34)ccc21 | -4% | -10% | 6% | 14 | -1% | 22µM* | -11%
Cn1nnnc1SCC(=O)NCc1ccco1 | 0% | 1% | -14% | 38 | 0% | -17% | 1%

# From PubChem
